DDE Tn7 FP inh = inhibitors of Tn7 peptide binding to human fibrin DD(E) | P02675 | FP displacement of FITC-Tn7 peptide from fibrin DD(E); 0% = median of compound wells per plate | inhibition, % at 8.3 µM | 370,000 tested, 0.13% active | AID 720508;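 active = inhibition above the mean of compounds falling within the control limits plus 3 SD of them, cut at about 14% in these data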;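 note: 0% = plate median of compound wells and 100% = 10 µM Aha-Tn7 peptide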
Target sequence (P02675 whole entry, looked up): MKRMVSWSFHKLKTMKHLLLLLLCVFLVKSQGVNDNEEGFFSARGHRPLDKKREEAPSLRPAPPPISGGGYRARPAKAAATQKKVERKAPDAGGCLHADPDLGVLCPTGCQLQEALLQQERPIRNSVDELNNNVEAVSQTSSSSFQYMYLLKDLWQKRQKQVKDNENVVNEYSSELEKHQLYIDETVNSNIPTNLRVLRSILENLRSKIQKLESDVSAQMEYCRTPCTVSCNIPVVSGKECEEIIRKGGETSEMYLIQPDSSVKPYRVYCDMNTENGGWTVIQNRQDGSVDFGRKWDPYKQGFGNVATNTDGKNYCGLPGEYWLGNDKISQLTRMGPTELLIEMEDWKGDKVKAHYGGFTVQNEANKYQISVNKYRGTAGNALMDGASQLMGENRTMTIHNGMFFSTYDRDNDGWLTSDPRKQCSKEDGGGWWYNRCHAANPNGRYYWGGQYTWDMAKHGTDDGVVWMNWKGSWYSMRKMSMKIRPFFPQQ
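Assay system: Human fibrin DD(E) protein | Medium: Tris buffer with calcium and detergent, pH 7.8 | Reagent: 0.1 µM fluorescent Tn7 | Compound dosing: Single point at 8.3 µM | Times: 10 min preincubation, 3 h with tracer, room temperature | Detection: Fluorescence polarization of the labelled Tn7 tracer | Controls: Aha-Tn7 high control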
ADAM10 inh = inhibitors of human ADAM10 | recombinant ADAM10, EDANS/DABCYL FRET peptide cleavage, 3 h | 370,000 tested, 0.62% active | inhibition, % at 7 µM;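 active = inhibition above a per-campaign cutoff equal to the mean of compounds falling between control-based bounds plus 3 SD, cut at about 20% in these data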;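 note: 0% = DMSO wells while the 100% control is not disclosed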
PLCg1 inh = inhibitors of human phospholipase C gamma1; purified PLC-gamma1, fluorogenic substrate, fluorescence; 370,000 tested, 0.84% active; P19174; inhibition, % at 12.2 µM; in the data active = inhibition above about 9.5%
ASAP1 inh = ASAP1 ArfGAP inhibition | Q9ULH1 | ASAP1-stimulated ARF1 GTP hydrolysis, GDP FP detection | inhibition, % at 16.5 µM | 360,000 tested, 0.19% active | AID 624377; in the data active = inhibition above about 25%;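 note: 0% = vehicle with enzyme and substrate and 100% = no enzyme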
Target sequence (Q9ULH1 325-724 limits assumed): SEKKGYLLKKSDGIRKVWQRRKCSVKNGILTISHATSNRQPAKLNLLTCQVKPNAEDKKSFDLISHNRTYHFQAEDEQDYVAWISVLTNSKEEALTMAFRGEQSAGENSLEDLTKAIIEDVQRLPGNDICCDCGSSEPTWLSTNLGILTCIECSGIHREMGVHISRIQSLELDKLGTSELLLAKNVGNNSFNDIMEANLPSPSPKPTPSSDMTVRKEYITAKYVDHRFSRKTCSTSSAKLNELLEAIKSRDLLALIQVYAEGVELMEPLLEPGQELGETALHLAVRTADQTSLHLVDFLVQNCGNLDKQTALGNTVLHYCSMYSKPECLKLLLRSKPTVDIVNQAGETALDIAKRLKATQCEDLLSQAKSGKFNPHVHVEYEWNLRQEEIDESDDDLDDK
ARFGAP1 inh = inhibitors of rat ARFGAP1 | 360,000 tested, 0.26% active | inhibition, % at 16.5 µM | Arfgap1-stimulated ARF1 GTP hydrolysis, GDP FP detection;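 active = inhibition above a per-plate limit, mean inhibition of low control wells plus 3 SD, cut at about 25% in these data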;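 note: 0% = DMSO wells with enzyme and 100% = wells lacking Arfgap1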
Target sequence (Q62848 1-136 limits assumed): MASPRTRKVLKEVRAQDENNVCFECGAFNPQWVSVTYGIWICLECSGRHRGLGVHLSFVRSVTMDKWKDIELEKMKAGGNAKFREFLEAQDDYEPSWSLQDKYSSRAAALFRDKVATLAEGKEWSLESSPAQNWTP
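Material: rat Arfgap1 catalytic domain, aa 1-136; also added: human ARF1(Δ1-17)-GTP substrate; compound dosing: one concentration, 16.5 µM, DMSO 1.26%; incubation: GTP hydrolysis reaction 2 h at 25 °C; measured by: Tracer-displacement fluorescence polarization with EDTA stop, 620/688 nm; evaluation: % inhibition from polarization; repeats: one replicate per compound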
ADAM17 inh = ADAM17 inhibition, QFRET primary screen; inhibition, % at 6.95 µM; P78536; recombinant ADAM17, EDANS/DABCYL FRET peptide cleavage; AID 720648; 370,000 tested, 0.83% active;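 active = inhibition above the mean of compounds lying between control limits plus 3 SD, set per campaign, cut at about 8.5% in these data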;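 note: 0% = DMSO-only wells as the low control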
Tn6 DDE FP = disrupts Tn6 cyclic peptide binding to fibrin D-Dimer-E complex; inhibition, % at 8.3 µM; Fibrin DD(E) TRITC-Tn6 fluorescence polarization displacement; P02675; 370,000 tested, 0.21% active; AID 720509;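 active = inhibition above a per-campaign cutoff: mean of compounds within control limits plus 3 SD, cut at about 15% in these data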;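 note: 0% = median of all compound wells on the plate and 100% = blocking peptide control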
TDP2 inh = TDP2 (human) inhibition, absorbance primary screen | inhibition, % at 12.8 µM | 370,000 tested, 0.34% active | recombinant TDP2, T5PNP hydrolysis, p-nitrophenol absorbance 415 nm | O95551;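 active = inhibition above the mean of all tested compounds plus 3 SD, set per campaign, cut at about 25% in these data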;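 note: 0% = DMSO with enzyme and 100% = buffer with substrate but no TDP2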
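Evaluation: % inhibition relative to enzyme-containing and enzyme-free wells. Material: recombinant human TDP2. Benchmarks: enzyme-free and DMSO wells. Timing: enzyme reaction with compound for 2 h at 37 °C. Compound dosing: 12.8 µM only. Measured by: p-Nitrophenol epi absorbance. Reagent: T5PNP substrate at 5 mM, a TopII-DNA adduct mimic. Replication: single well per compound.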
LEDGF integ inh = blocks HIV-1 LEDGF/p75-dependent DNA integration; TR-FRET IN-LEDGF/p75 DNA integration, Eu/Cy5; inhibition, % at 3.7 µM; 370,000 tested, 0.64% active;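 active = inhibition above the screen-wide mean plus 3 SD, cut at about 13% in these data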;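 note: signal is the Cy5 over europium emission ratio at 671 and 618 nm; 0% = plate median of compound wells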
proKLK7 act = activators of human kallikrein-7 zymogen; activation, % at 7 µM; 370,000 tested, 0.9% active; AID 652039; purified proKLK7, EDANS-DABCYL substrate fluorescence; 100% is mature enzyme control, 0% vehicle;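 active = activation above the mean of all tested compounds plus 3 SD, computed per campaign excluding outliers beyond control limits, cut at about 13% in these data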
* hit, by the source's call; . = not tested or not shown.

canonical_smiles,PLCg1 inh,DDE Tn7 FP inh,TDP2 inh,ASAP1 inh,LEDGF integ inh,ARFGAP1 inh,ADAM17 inh,Tn6 DDE FP,ADAM10 inh,proKLK7 act
COC(=O)N1CCCCC1c1cc(C(=O)Nc2ccc3c(c2)OCO3)no1 (configuration not stated),1,1,5,18,0,-4,-4,8,-7,0.3
CCOc1ccc(N2CC(C(=O)Nc3ccc4c(c3)OCCO4)CC2=O)cc1 (configuration not stated),1,0,-11,-3,3,1,2,-5,2,0.8
CCCCCCCC/C=C\CCCCCCCC(=O)NCCO,-3,6,0,-4,0,7,-2,9,-6,0.6
Brc1ccc(-c2nnc(-c3cccc(Br)c3)o2)cc1,1,-2,4,-8,-1,-3,-3,-5,-1,-0.5
COc1ccc(N=CC2CCCCC2=O)c([N+](=O)[O-])c1 (configuration not stated),3,-10,4,-4,0,-2,-1,0,4,0.1
Cc1ccc(-n2c(=S)[nH]c3nc4c(cc3c2=O)COC(C)(C)C4)cc1,6,2,1,0,6,3,2,12,7,-0.4
O=C(CO/N=C/c1c(Cl)cccc1Cl)NNC(=O)c1ccc(Cl)cc1,0,-3,-6,2,5,1,-5,-1,1,-0.1
O=c1[nH]c2cccnc2n1-c1cccc([N+](=O)[O-])c1,-16,-6,-10,5,-2,4,0,-7,6,-0.6
Nc1cc(S(=O)(=O)c2ccc(N3CCCCC3)c(N)c2)ccc1N1CCCCC1,-38,-6,-12,5,1,-4,-4,0,-32,-13
CCOc1ccc(NC(=O)CN(C)C(=O)c2ccc(C3SCCS3)cc2)cc1OCC,-4,2,-2,-11,-2,-5,2,-4,-3,-0.5
O=C1NC(Cc2ccccc2)c2nc3ccc(F)cc3c(=O)n2-c2cc3ccccc3cc21 (configuration not stated),-3,8,2,-9,-2,5,1,-2,5,-2.4
CCCc1c(O)nc(SCCN(CCC)CCC)[nH]c1=O,7,2,-2,-3,-1,0,1,-4,0,0.0
COc1cc(OC)c(NC(=O)CS(=O)(=O)Cc2nc(-c3ccc(C)cc3)oc2C)cc1Cl,-1,5,-10,11,-7,4,-3,5,-5,0.1
CN(Cc1ccccc1)C(=O)CN(c1ccccc1Cl)S(C)(=O)=O,-1,-4,-7,6,4,10,0,0,11,-0.3
Cc1ccccc1CN1CCNC(=O)C1CC(=O)NCCN1CCCCC1=O (configuration not stated),-12,5,4,-12,0,-9,-7,-3,-23,1.3
CC1CCN(S(=O)(=O)c2ccc(C(=O)Nc3sccc3C(N)=O)cc2)CC1,-8,-2,1,2,0,-10,1,1,-4,-89
COc1ccc2nc(NC(=O)C3CCCN(S(=O)(=O)c4cccc5nsnc45)C3)sc2c1 (configuration not stated),-1,10,9,2,0,-3,-5,-2,10,6.0
Cc1nn(-c2ccccc2)c(C)c1-c1nnc(-c2c(C)nn(-c3ccccc3)c2C)o1,1,-5,9,-10,0,-3,-4,3,0,0.0
COc1ccc(NC(=S)NCCCN2CCOCC2)cc1,8,1,-29,4,-4,4,-4,-8,-9,-0.2
CCOC(=O)Cc1nnc2c(Nc3ccc(C)cc3)nc3nonc3n12,-3,1,-7,-8,-2,6,-8,-4,10,0.8
NC(=O)/C(=C/c1ccco1)NC(=O)c1ccc(Br)o1,-12,-7,11,-5,2,4,-3,2,-5,0.1
Cc1nc2ncnn2c(C)c1CCC(=O)N1CCCCC1,-1,-6,12,10,1,14,-4,-8,-6,-11
O=C(COc1ccccc1Cl)Nc1ccccc1C(=O)N1CCOCC1,0,-1,0,4,-6,5,-4,-3,-7,0.0
CCOc1ccc(OCCNC(=O)c2ccc3c(c2)nnn3CC)cc1,3,3,-5,-2,8,5,1,5,-1,-0.6
CN1CCN(C(=O)c2ccc(Cl)c(S(=O)(=O)N3CCCCCC3)c2)CC1,2,-9,-4,10,5,-9,-2,1,-5,-0.4
COc1ccc(CCNS(=O)(=O)c2ccc3oc(C(=O)O)c(C)c3c2)cc1OC,1,-5,-16,10,-4,0,1,-3,-5,-0.4
O=C(Nc1ccc(Cl)c(-c2nc3ccccc3[nH]2)c1)c1ccc2c(c1)OCO2,3,-2,-4,11,1,-6,1,-5,1,-0.1
COc1cc(OC)cc(C(=O)NNC(=O)CCOc2ccccc2OC)c1,3,-1,-9,-8,6,1,1,5,1,-0.3
CC(C)C[C@@H](CN)NC(=O)c1nc[nH]c1C(=O)N[C@@H](CC(C)C)C(=O)CNC[C@H](C)NC(=O)c1nc[nH]c1C(=O)N[C@@H](C)C(=O)O,4,8,5,2,-4,-14,1,7,-15,0.2
Fc1cccc(CCN2CCNC[C@@H]2Cc2ccccc2)c1,4,-2,-1,3,3,6,2,14,8,-0.5
O=C(O)c1nn(CC(=O)N2CCN(c3ncc(C(F)(F)F)cc3Cl)CC2)c(=O)c2ccccc12,1,-6,-11,2,-2,1,2,3,-4,0.2
CC(=O)N1CCc2cc(S(=O)(=O)N3CCCCCC3)ccc21,-2,2,10,-3,-5,-4,-3,3,-1,0.0
CCCCN1C(=O)C(CC(=O)NCCN2CCOCC2)CC(C(=O)N(C(C)C)C(C)C)=C1C (configuration not stated),2,-1,4,-4,2,0,-3,-1,-3,-0.1
Cc1cc(OCC(=O)NCCCN2CCOCC2)c2c(C)c(C)c(=O)oc2c1,-185,3,0,7,-3,0,-139,11,-444,9.8
CC(Sc1nnnn1-c1ccc(O)cc1)c1nc2ccccc2c(=O)[nH]1 (configuration not stated),-2,-6,-9,0,5,-1,-1,4,-4,0.3
Cc1ccc(CNC(=O)C(c2ccccc2)c2ccccc2)cc1,-1,-4,-3,10,1,13,2,5,2,-0.3
COCCNS(=O)(=O)c1ccc(C2CNC(=O)C2)cc1 (configuration not stated),1,5,7,-9,1,-4,0,5,-1,0.3
O=C(Nc1ccccc1Cl)C1C2CCCCC21 (configuration not stated),-2,5,3,-2,-2,-8,-2,6,-1,-0.9
CC(=O)Nc1ccc(/C(C)=N/NC(=O)c2ccc(CN3CCOCC3)cc2)cc1,0,4,-7,-3,-4,6,4,7,10,-0.2
Cc1ccc(C)c(OCCCN2CCNCC2)c1,0,3,6,-14,-5,0,-2,-4,2,-0.2
COc1ccc(Cc2ccc(OC)c(N)c2)cc1N,-3,3,-13,10,-3,-2,-1,-3,-1,-0.7
CCCN1Cc2cccc(C(=O)Nc3ccc(OC)c(OC)c3)c2C1=O,3,0,-8,5,-1,5,-7,4,-5,0.0
O=C(O)Cc1c(C(=O)O)nnn1-c1ccc(Cl)cc1Cl,3,2,6,-8,-4,4,-7,-6,3,0.5
C[n+]1cc(C(O)(c2ccccc2)c2ccccc2)n2ccccc21,-1,-2,-4,.,-1,.,0,7,2,.
COc1ccccc1CNC(=O)CCNS(=O)(=O)c1cccc2nsnc12,1,2,-4,3,-1,-8,2,5,4,-0.2
Cc1ccc(CSCC(=O)N(CCC(C)C)c2c(N)n(Cc3ccccc3)c(=O)[nH]c2=O)cc1,-1,8,-2,-8,-8,-6,-5,-1,-17,-1.6
Cn1c(CN2CCCCC2)nc2cc(NC(=O)c3ccc(Cl)cc3)ccc21,-4,-2,7,13,2,-8,-6,-4,-4,-0.2
Cc1cc(NC(=O)CN2CCCC2c2nc3ccccc3s2)no1 (configuration not stated),-4,6,4,-5,0,11,-10,-1,-3,-0.4
CC1Cc2ccccc2N1Cc1cccc(S(=O)(=O)N(C)C)c1 (configuration not stated),-4,5,6,12,0,-3,5,2,-1,0.0
COc1cc2c(cc1NC(=O)COC(=O)C1CC(=O)N(Cc3ccco3)C1)oc1ccccc12 (configuration not stated),5,-1,-8,-6,5,2,-4,5,-10,0.0
Cn1c(=O)c2c(n3cnnc13)-c1ccccc1CC21CCCC1,-28,-1,6,9,-1,-5,-13,-4,-28,0.2
COc1ccc(O)c(/C=N/NC(=S)Nc2cccnc2)c1,-334,-3,-12,-4,-2,-2,-74,0,-189,-2.6
Nc1ccn([C@@H]2O[C@H](C(=O)N[C@H](COC=O)Cc3ccccc3)[C@@H](O)[C@H]2O)c(=O)n1,2,-4,-4,-2,6,-3,0,-2,-3,-0.2
Nn1c(SCC(=O)Nc2ccccc2F)nnc1C1CCCCC1,1,0,8,-5,0,0,-2,3,-5,-0.5
O=C(Nc1ccccc1)C(CCCCN1C(=O)c2ccccc2C1=O)N1C(=O)c2ccccc2C1=O (configuration not stated),-1,-2,4,-9,-2,8,-2,1,-5,-0.2
Cc1ccc(Nc2cc(C)nc(N3CCOCC3)n2)c(C)c1,-2,4,-2,5,-1,0,-1,2,-2,0.5
CCOc1ccc(OCC(=O)Nc2ccc(OC)cc2[N+](=O)[O-])cc1,-1,10,-4,12,0,-5,-2,-3,4,-0.2
Cc1ccc(C(=O)C2=C(O)C(=O)N(Cc3ccco3)C2c2cccc(Cl)c2)o1 (configuration not stated),-14,-1,-11,9,0,12,0,4,-5,0.2
COCCNC(=O)c1cc(-c2ccccc2)nn1CC1CC(c2cccc([N+](=O)[O-])c2)=NO1 (configuration not stated),1,-2,8,7,-2,4,-1,-3,-1,-0.1
O=C(c1cccc(-c2ccco2)c1)N1CCCC(N2CCN(c3ccc(F)cc3)CC2)C1 (configuration not stated),1,-4,-4,10,0,10,0,-9,-10,0.1
CC(=O)Nc1cc(NC(C)=O)ncn1,1,5,5,1,-1,-11,-4,-2,3,0.1

Record cards (already shown). Screens in order: PLCg1 inh | DDE Tn7 FP inh | TDP2 inh | ASAP1 inh | LEDGF integ inh | ARFGAP1 inh | ADAM17 inh | Tn6 DDE FP | ADAM10 inh | proKLK7 act
Profile of COCCNC(=O)c1cc(-c2ccccc2)nn1CC1CC(c2cccc([N+](=O)[O-])c2)=NO1 (configuration not stated) = 1 | -2 | 8 | 7 | -2 | 4 | -1 | -3 | -1 | -0.1
Profile of O=C(Nc1ccccc1)C(CCCCN1C(=O)c2ccccc2C1=O)N1C(=O)c2ccccc2C1=O (configuration not stated) = -1 | -2 | 4 | -9 | -2 | 8 | -2 | 1 | -5 | -0.2
Profile of O=C(c1cccc(-c2ccco2)c1)N1CCCC(N2CCN(c3ccc(F)cc3)CC2)C1 (configuration not stated) = 1 | -4 | -4 | 10 | 0 | 10 | 0 | -9 | -10 | 0.1

Bioassay records as filed in PubChem BioAssay.
